# PERK inh: human PERK inhibition, primary cell-based screen. Q9NZJ5. CHO PERK-DD fusion, SEAP luminescence translation reporter. inhibition, % at 5.6 µM. 220,000 compounds, 0.17% hits. AID 1416;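 active = inhibition above the mean inhibition of all tested compounds plus 3 SD, set separately per screening campaign, cut at about 2.9% in these data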;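 note: PERK kinase domain activated by AP20187 dimerizer at 100 nM; 0% = DMSO with dimerizer and 100% = rapamycin at 8.4 µM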
# Runt-SMMHC FRET: blocks binding of human RUNX1 Runt domain to CBFb-SMMHC | Cerulean-Runt/Venus-CBFb-SMMHC FRET ratio 530/480, 1 h | inhibition, % at 20 µM | 220,000 compounds, 0.74% hits | AID 1434;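 active = mean inhibition across duplicate retests at 20 µM reaching about 50%, limit read from the data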;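 note: 0% = DMSO wells and 100% = wells with excess untagged CBFb-SMMHC; inhibitors lower the FRET ratio by blocking Runt binding to CBFb-SMMHC; some results filed as inactive read as strong as hits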
# zVAD death inh: blocks zVAD induced death of L929 cells. L929 zVAD necroptosis rescue, ATP luminescence, 24 h; with zVAD 60 µM. viability rescue, % at 10 µM. 220,000 compounds, 0.38% hits;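 active = activation, scaled between plate controls, above about 75%, limit read from the data; inactive = activation under that limit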;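 note: 0% = zVAD with DMSO and 100% = DMSO alone without zVAD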
# TNF death inh: TNF-alpha cell death inhibition in Jurkat FADD-/- cells. AID 463075. Jurkat FADD-/- TNF necroptosis rescue, ATP luminescence, 24 h; 0 = TNF only, 100 = no-TNF cells. activation (protection from cell death), % at 10 µM. 220,000 compounds, 0.068% hits;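 active = activation, meaning protection from cell death, of at least 50% relative to plate controls; inactive = activation below 50%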;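 note: necroptosis triggered by 40 ng/mL TNF-alpha added together with compound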
# RBBP9 inh: inhibitors of human serine hydrolase RBBP9. recombinant RBBP9, FP-Rh probe fluorescence polarization. inhibition, % at 7.94 µM. 220,000 compounds, 0.2% hits. AID 1515;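 active = inhibition above the campaign mean of all tested compounds plus 3 SD, cut at about 14% in these data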;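 note: plate controls were DMSO wells with RBBP9 for no effect and wells lacking RBBP9 protein for full effect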
# Target sequence (O75884 whole entry, looked up): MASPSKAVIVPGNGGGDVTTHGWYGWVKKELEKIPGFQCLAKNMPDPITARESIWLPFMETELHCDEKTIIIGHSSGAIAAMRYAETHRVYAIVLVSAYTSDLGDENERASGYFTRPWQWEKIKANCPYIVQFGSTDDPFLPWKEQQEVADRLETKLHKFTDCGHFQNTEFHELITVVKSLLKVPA
#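 Measured by – fluorescence polarization · Test system – RBBP9 protein · Input – 2.5 µM RBBP9 dispensing solution, before mixing · Measure – percent inhibition from mP, scaled between DMSO and no-protein wells · Benchmarks – DMSO-treated enzyme wells and wells lacking RBBP9 · Times – preincubation 30 min plus labeling 45 min at 25 °C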
# Hck Nef HTS: human Hck-Nef kinase inhibition | P08631 | Recombinant Hck-YEEI plus Nef, Z-Lyte FRET kinase assay | inhibition, % at 20 µM | 220,000 compounds, 0.68% hits | AID 463187;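 active = Hck-Nef kinase inhibition above about 50%, limit read from the data; inactive = inhibition below that limit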;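 note: 0% = DMSO with Hck plus Nef and 100% = Hck alone without Nef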
# Target sequence (P08631 whole entry, looked up): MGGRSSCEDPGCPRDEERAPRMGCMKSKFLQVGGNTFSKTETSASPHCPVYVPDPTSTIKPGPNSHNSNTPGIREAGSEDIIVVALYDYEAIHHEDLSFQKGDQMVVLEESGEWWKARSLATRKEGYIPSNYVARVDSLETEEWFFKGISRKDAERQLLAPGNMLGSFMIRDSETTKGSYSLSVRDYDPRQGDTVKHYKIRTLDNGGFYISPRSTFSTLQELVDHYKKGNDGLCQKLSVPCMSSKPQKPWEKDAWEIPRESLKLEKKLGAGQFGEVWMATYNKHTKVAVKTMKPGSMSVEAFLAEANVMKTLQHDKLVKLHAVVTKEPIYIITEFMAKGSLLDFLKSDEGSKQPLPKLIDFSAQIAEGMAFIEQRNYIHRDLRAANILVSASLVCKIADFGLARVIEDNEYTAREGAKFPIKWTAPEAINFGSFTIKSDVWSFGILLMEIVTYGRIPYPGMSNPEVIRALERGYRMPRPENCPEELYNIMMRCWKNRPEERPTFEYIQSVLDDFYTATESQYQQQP
# EP2 modulator: EP2 receptor (human) modulation; AID 940; P43116; 260,000 compounds, 0.83% hits; EP2-expressing cells, cAMP HTRF FRET, PGE2 co-stimulation; induction, % at 25 µM;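 active = compounds whose cAMP rise, as percent of the full-agonist control response, exceeds 60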;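 note: rat C6 glioma line stably carrying human EP2 under a CMV promoter; the protocol text gives 20 µM as final concentration; 100% = response of wells given 1 µM PGE2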
# Target sequence (P43116 whole entry, looked up): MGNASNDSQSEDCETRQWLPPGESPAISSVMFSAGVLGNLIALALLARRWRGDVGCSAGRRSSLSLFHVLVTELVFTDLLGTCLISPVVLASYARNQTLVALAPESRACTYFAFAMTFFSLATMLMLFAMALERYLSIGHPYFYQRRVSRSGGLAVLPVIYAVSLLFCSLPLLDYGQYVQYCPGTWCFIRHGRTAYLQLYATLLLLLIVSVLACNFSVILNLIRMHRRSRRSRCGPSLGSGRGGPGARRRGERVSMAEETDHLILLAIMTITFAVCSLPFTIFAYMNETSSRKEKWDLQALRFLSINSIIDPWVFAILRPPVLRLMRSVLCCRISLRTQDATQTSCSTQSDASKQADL
# Runt-CBFb FRET: Runt domain-CBFb interaction inhibition; AID 1496; inhibition, % at 20 µM; Cerulean-Runt/Venus-CBFb FRET ratio 530/480, 1 h; Q01196+Q13951; 220,000 compounds, 0.46% hits;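 active = inhibition over about 50% at 20 µM in the single-dose screen, limit read from the data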;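 note: 0% = DMSO wells and 100% = excess unlabeled CBFb competitor control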
#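 Assay system: Cerulean-tagged RUNX1 Runt domain (FRET donor) fusion protein / Amount: 100 nM each of Venus-CBFb and Cerulean-Runt domain / Medium: Tris buffer pH 7.5 with salts and BSA / Also added: Venus-CBFb 100 nM / Schedule: 1 h complex formation plus 1 h compound treatment, room temperature / Signal: FRET fluorescence / Read-out: loss of energy transfer signal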
# EP2 antag: EP2 receptor (human) inhibition | C6 glioma cells expressing human EP2, cAMP TR-FRET; cells stimulated with saturating PGE2 | P43116 | 260,000 compounds, 0.52% hits | inhibition, % at 25 µM | AID 1422;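 active = percent inhibition above 40 after rounding to a whole number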;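 note: rat C6 glioma host cells with rolipram phosphodiesterase inhibitor present; the protocol text gives 20 µM as final concentration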
# * = called active by the depositor; x = no result given; & = joins results of further samples. An excerpt. The share of hits here may be higher or lower than overall.
item	SMILES	PERK inh	Runt-SMMHC FRET	zVAD death inh	TNF death inh	RBBP9 inh	Hck Nef HTS	EP2 modulator	Runt-CBFb FRET	EP2 antag
1	NC1=NC(=Nc2cccc(S(=O)(=O)N3CCOCC3)c2)c2ccccc21	-0.2	3	0.6	-5.4	-5	9	-7	1	21
2	CC(=O)c1cnc2c(-c3ccccc3)c(C)nn2c1C	-0.4	-9	1.1	3.2	5	14	18	-2	x
3	CCO/C(C)=N/n1c2nc3ccccc3nc2c2c(=O)n(C3CCCC3)c(C)nc21	-0.2	2	1.0	-3.3	-10	1	20	0	18
4	COc1ccccc1-c1cc(C(=O)N/N=C\c2cn(C)nc2C)c2ccccc2n1	-1.1	2	0.6	4.3	-9	3	24	-2	7
5	CCC1CCCCN1C(=O)COc1ccccc1NC(C)=O (stereo not given)	0.7	5	-0.3	0.5	-5	16	11	-2	1
6	C/C(Cn1nnc2ccccc21)=N\OC(=O)c1ccccc1C	-0.7	3	1.0	3.1	-4	1	3	-1	11
7	S=C(NCc1ccco1)Nc1cc(Cl)c(Cl)cc1Cl	0.2	1	-0.9	1.9	-9	0	-14	1	7
8	CCOc1ccccc1NC(=O)CN(C)S(=O)(=O)c1ccc(OC)c(C)c1	-0.7	-1	0.5	0.0	-1	1	-10	0	6
9	CCCC(=O)N1CCN(C2=NS(=O)(=O)c3ccccc32)CC1	0.6	-2	4.0	1.1	-9	-3	-11	1	7
10	O=C(Cc1ccccc1)NNC(=S)Nc1ccc(Cl)cc1	0.2	3	0.7	0.2	-9	1	16	4	8
11	CN1CCN(C(=O)c2c(NC(=O)c3ccco3)sc3c2CCC(C(C)(C)C)C3)CC1 (stereo not given)	0.2	2	0.0	-0.4	0	3	-17	0	9
12	CCS(=O)(=O)c1ccc2oc(SCC(=O)N3c4ccccc4CC3C)nc2c1 (stereo not given)	-0.8	-2	-0.6	0.0	-13	-6	18	1	11
13	O=[N+]([O-])c1cccc(/C=N/Nc2nc(NCc3ccccc3)nc(N3CCOCC3)n2)c1O	0.5	x	66	-9.5	3	10	-70	x	10
14	O=C(CSC1=NCCN1)Nc1ccccc1[N+](=O)[O-]	0.3	3	75	-1.4	-8	19	38	8	6
15	CC(C)C(NC(=O)c1ccc(F)cc1)C(=O)OCC(=O)N1CC(=O)Nc2ccccc21 (stereo not given)	0.8	-6	0.2	1.9	3	7	-5	-2	2
16	O=C(Nc1ccc(N2C(=O)C3C4C=CC(C4)C3C2=O)cc1)Nc1cccnc1 (stereo not given)	0.2	-1	1.1	0.8	-7	0	1	1	-3
17	CCSc1nnc2nc(C)cc(C)n12	0.4	0	1.4	3.0	2	1	6	1	10
18	O=C(Nc1nnc(CC2=CCCCC2)s1)Nc1ccccc1F	1.7	2	0.9	3.1	2	27	-24&6	-2	12&5
19	COc1ccc(C(=O)NCc2nnc(SCC(=O)N3CCC(C)CC3)o2)cc1	-0.5	-4	-0.1	-0.2	-6	15	-7	0	4
20	COc1cc2c(cc1OC)C(=O)CC(C)S2 (stereo not given)	1.0	8	-0.2	-4.4	-7	3	0	1	9
21	CCn1nnnc1SCC(=O)c1ccc(C)cc1	-0.4	-6	-0.9	3.8	-10	5	2	-2	10
22	CN(c1ccc(OCC(=O)Nc2ccc3[nH]c(=O)[nH]c3c2)cc1)S(=O)(=O)c1ccc(Cl)cc1	0.1	-5	2.9	0.2	-2	-23	-51	1	2
23	CCOC(=O)C1=C(c2ccccc2)N=C2SCC(=O)N2C1c1cccc(OC)c1 (stereo not given)	-0.7	-9	0.5	2.3	-5	-21	34	-3	5
24	O=C(CSc1nnc(-c2csc3c2CCCC3)o1)Nc1ccccc1	-0.5	-4	1.6	-0.5	-8	0	40	1	7
25	CCc1cc2cc(C(=O)Nc3ccc(F)cc3)sc2s1	1.5	2	-0.1	0.6	-1	4	22	3	12
26	Cc1cc(C)nc(NC(=O)CSc2nccc(C)n2)n1	1.0	-4	0.2	-0.3	-1	18	-12	1	0
27	COc1ccc(CCNC(=S)Nc2ccccc2)cc1	-0.4	-5	0.8	-23	-4	-5	-36	3	15
28	C=CCNC(=O)/C(=C/c1cn(-c2ccccc2)nc1-c1cccc([N+](=O)[O-])c1)NC(=O)c1ccccc1	-0.6	-1	-0.6	0.3	-5	1	13	0	10
29	COC(=O)c1cc2ccsc2n1CC(=O)Nc1cc(Cl)ccc1OC	0.2	0	0.5	-6.0	-4	-1	14	2	6
30	COc1ccccc1C(=O)Nc1nnc(SCC(=O)Nc2ccc3c(c2)oc2ccccc23)s1	0.4	-2	2.3	3.0	-3	18	-2	-9	10
31	N#Cc1nc(COc2ccccc2F)oc1N1CCCCCC1	-1.7	2	-0.4	-0.4	-8	0	0	0	8
32	COc1ccc(/C=C/C(=O)OCC(=O)Nc2ccc(OC)c(S(=O)(=O)N3CCCCC3)c2)cc1	-0.1	1	-0.9	1.4	-13	0	4	1	1
33	CCC(CC)C(=O)c1c[nH]c(C(=O)NCc2cccs2)c1	0.9	2	1.4	0.8	-10	8	-14	-1	5
34	C=CCS(=O)(=O)c1cccc2cccnc12	0.1	0	-0.4	-0.5	-19	19	-14	2	6
35	CC(=O)Nc1nnc(SCC(=O)N2CCN(Cc3ccccc3)CC2)s1	0.2	1	0.0	-1.3	-14	1	33	-3	11
36	COc1ccccc1NC(=O)CNc1ccc(F)c(Cl)c1	0.0	0	0.5	0.7	-6	2	4	1	5
37	Cc1ccccc1-n1cnc2c(sc3nc(N4CCOCC4)c4c(c32)CCCC4)c1=O	-1.0	-4	-0.2	-0.8	4	-2	18	3	6
38	Cn1c(CSCc2ccc(F)cc2)nnc1SCC(=O)Nc1cccc(C(=O)O)c1	0.5	0	0.6	3.5	0	22	26	-1	8
39	CCCCOc1ccc(C(C)(O)CCN2CCOCC2)cc1 (stereo not given)	0.9	2	-0.6	0.5	0	6	-11	0	10
40	Cc1ccc(CSc2nnc([C@@H]3CCCN3)o2)cc1	0.7	3	0.0	-0.1	2	1	21	-5	8
41	CCCC1(C(=O)OC)NC(c2ccco2)C2C(=O)N(C)C(=O)C21 (stereo not given)	1.0	3	-0.9	0.8	12	14	0	3	4
42	O=C(Nn1c(-c2ccc(Cl)cc2)nc2ccccc2c1=O)c1cccnc1Cl	0.3	0	1.1	2.1	2	-3	4	1	8
43	O=C(CC1C(=O)NCCN1C(=O)c1ccc(F)cc1)OCc1ccccc1 (stereo not given)	0.7	1	-0.1	-1.8	-8	0	6	-2	13
44	CCOc1cc(N2CCOCC2)c(OCC)cc1NC(=O)c1ccccc1C	1.3	0	-0.8	-0.4	-6	8	22	0	10
45	O=C(NCc1ccccc1)C1CCN(S(=O)(=O)c2ccc(Cl)cc2)CC1	-0.9	1	-1.2	0.9	-4	15	-8	1	3
46	COc1cccc(/C=N/NC(=O)c2ccc(N(C)S(=O)(=O)c3ccccc3)cc2)c1OC	-0.2	-2	3.1	-1.3	-11	15	-80	-1	11
47	O=[N+]([O-])c1cccc(-c2n[nH]c(=S)n2Cc2ccccc2)c1	0.5	17	0.6	0.5	-5	0	21	10	0
48	CCOc1ccc(NS(=O)(=O)c2ccc3[nH]cc(C(=O)NCCOC)c(=O)c3c2)cc1	1.6	-7	4.0	0.5	-6	-1	-3	x	x
49	O=C(c1cc(-c2ccc(Cl)cc2Cl)on1)N1CCN(C(=O)c2ccco2)CC1	-0.5	-7	0.1	-1.0	-6	0	-24&-48	-3	12&17
50	O=[N+]([O-])c1cc(S(=O)(=O)Nc2ccc(Cl)cc2)ccc1N/N=C/c1ccncc1	0.2	-6	30	-2.2	-11	33	-60	-6	11
51	COC(=O)c1cccc(CSc2nnc(C)s2)c1	0.5	-3	0.9	0.5	-12	1	-13	-1	2
52	CCCCNC(=O)c1ccc2c(=O)n(CCCOCC)c(=S)[nH]c2c1	0.5	1	0.1	-0.8	-6	0	-2	-1	5
53	CCc1ccc(N(CC(=O)NC2CCCC2)S(=O)(=O)c2c(C)noc2C)cc1	0.1	1	-0.1	-0.1	-5	8	20	-2	18
54	O=C(O)c1ccc(N/N=C/C2=C(N3CCOCC3)C(=C\c3ccccc3)/CC2)cc1	-0.5	82	1.3	-4.2	-2	-17	58	-1	14
55	Cc1onc(-c2ccccc2Cl)c1C(=O)OCc1cnc(Cl)s1	0.4	0	-1.5	-0.8	0	-8	64*	-3	5
56	CN(Cc1ccccc1)C(=O)c1nc2ccccn2c1CN1CCC(N2CCOCC2)CC1	-1.4	-4	-0.4	0.8	-3	17	-6	2	11
57	COc1ccc(S(=O)(=O)NCCCCC(=O)O)cc1C(=O)O	-0.3	0	1.3	-0.1	-1	-4	23	0	14
58	CSc1ccc(/C=C(\C#N)C(=O)NC2CCCCC2C)cc1 (stereo not given)	-0.2	7	x	-0.4	-4	5	-13	3	13
59	COc1ccccc1CC(=O)NCC1CCCO1 (stereo not given)	x	-6	x	x	x	x	-11	0	6
60	Cc1[nH]c2ccccc2c1SCC(=O)N1CCN(c2ccccc2)CC1	-0.1	0	1.1	0.5	-8	0	-11	0	10

# Further records
item	SMILES	PERK inh	Runt-SMMHC FRET	zVAD death inh	TNF death inh	RBBP9 inh	Hck Nef HTS	EP2 modulator	Runt-CBFb FRET	EP2 antag
61	O=C(CSc1nnc(-c2ccccc2)c(-c2ccccc2)n1)NCc1ccco1	-0.2	-3	-0.6	-6.9	0	9	22	-2	4
62	O=S(=O)(NC1CCCCC1Sc1ncccn1)c1ccccc1 (stereo not given)	0.5	-6	0.0	0.5	-11	2	39	0	3
63	COc1cccc(OC)c1OCCCOc1c(OC)cccc1OC	0.2	1	-0.3	-0.3	-10	-4	-1	-2	9
64	Cn1nnnc1SCc1cccc(CSc2nnnn2C)n1	0.6	-3	0.4	-2.1	-10	2	11	0	6
65	COCCNC(=O)c1cc2c(-c3ccccc3F)nn(C)c2s1	-1.0	1	11	3.1	-4	-9	4	-1	x
66	COC(=O)c1ccc(S(=O)(=O)NC(C)(C)C)n1C	0.4	-1	0.6	-0.7	3	13	-15	1	5
67	O=C(c1ccccc1NS(=O)(=O)c1ccc(Cl)cc1)N1CCc2ccccc21	-0.5	2	0.1	0.8	-3	0	44	0	6
68	CC(=O)C1C(c2ccccc2)c2c(noc2C)CC1(C)O (stereo not given)	3.2*	-9	0.0	2.1	-3	2	7	3	13
69	CCCc1cc(=O)n2[nH]cnc2n1	0.6	-2	0.3	0.2	-2	-1	-31	0	5
70	Cc1ncn(C23CC4CC(CC(C4)C2)C3)n1	-1.0	1	x	1.1	2	1	-17	-2	5

# Source: PubChem (several laboratories)
